ERG Ets-DNA blk: qHTS for Small Molecule Inhibitors of the ERG Ets/DNA interaction. Transcriptional regulator ERG (Homo sapiens), P11308. fluorescence polarization, His-ERG Ets domain / labelled DNA. Potency, µM (series often up to 76.9 µM), for the others: top-dose FP activity, negative = inhibition, usual class: inhibitors. 370,000 compounds, 0.028% hits. AID 624246, 2012; active = well fitted inhibition curve with a large enough effect in the polarisation, with a control signal flat; inconclusive = small, poorly fitted or top-dose-only effect, or effect the other way, or a change in a side signal; inactive = no such curve, though single readings can be large or run the other way; the % refers to the polarisation;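 note: polarization taken with two DNA probes labelled with fluorescein and Texas red; potency is the fitted concentration of half-maximal effect; % of control where 0% means no effect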
Target sequence (P11308 whole entry, looked up, the tested form may be a part): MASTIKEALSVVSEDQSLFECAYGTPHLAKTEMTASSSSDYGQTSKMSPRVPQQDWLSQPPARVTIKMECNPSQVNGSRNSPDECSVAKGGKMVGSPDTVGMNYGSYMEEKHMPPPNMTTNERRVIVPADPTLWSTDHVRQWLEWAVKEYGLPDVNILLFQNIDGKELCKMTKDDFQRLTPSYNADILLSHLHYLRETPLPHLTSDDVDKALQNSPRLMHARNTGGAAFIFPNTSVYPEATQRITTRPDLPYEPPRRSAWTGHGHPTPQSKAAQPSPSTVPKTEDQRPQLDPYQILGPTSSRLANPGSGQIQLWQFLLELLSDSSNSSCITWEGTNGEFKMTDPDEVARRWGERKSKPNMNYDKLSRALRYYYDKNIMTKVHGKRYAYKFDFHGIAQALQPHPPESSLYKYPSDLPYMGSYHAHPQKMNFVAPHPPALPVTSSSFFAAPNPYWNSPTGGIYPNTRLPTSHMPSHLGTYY
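His-tagged ERG Ets domain (1 uM in the protein solution; 300mM KCl, 50mM Tris-HCl, 1mM EDTA, 1mM DTT, pH 7.5) received compound, then a probe mix of 5 nM fluorescein-DNA and 100nM Texas-615-DNA. Fluorescence polarization was read for both dyes.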
Glioma ERSR ind: qHTS for Inducers of the Endoplasmic Reticulum Stress Response (ERSR) in Human Glioma: qHTS | U87-MG GRP78 promoter luciferase reporter, 16 h | Potency, µM, without a hit: at the top dose activation, hits mostly activators | 420,000 compounds, 0.02% hits | AID 602332, 2012; note: potency is the fitted concentration of half-maximal effect; series mostly up to about 76 µM; % of control where 0% means no effect; nearly all actives have a fitted effect of over 35% in size
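Stably transfected U87-MG human glioma cells carrying a GRP78-based luminescent sensor were seeded at 1000 cells/well, pin-dosed with compounds and incubated 16 h. Luciferase reagent was then added, and end-point luminescence was read after 10 min at room temperature.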
D2 ag: HTS Assay for Allosteric Agonists of the Human D2 Dopamine Receptor: Primary Screen for Agonists; D(2) dopamine receptor (Homo sapiens), P14416; HEK293 T-REx D2 cells, calcium flux agonist mode; activation, % at 2 µM; 340,000 compounds, 0.53% hits; AID 485358, 2010;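 active = activation over 3 SD above normal in the single-dose calcium agonist read, cut at about 30% in these data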; note: 0% is about no effect
Target sequence (P14416 whole entry, looked up): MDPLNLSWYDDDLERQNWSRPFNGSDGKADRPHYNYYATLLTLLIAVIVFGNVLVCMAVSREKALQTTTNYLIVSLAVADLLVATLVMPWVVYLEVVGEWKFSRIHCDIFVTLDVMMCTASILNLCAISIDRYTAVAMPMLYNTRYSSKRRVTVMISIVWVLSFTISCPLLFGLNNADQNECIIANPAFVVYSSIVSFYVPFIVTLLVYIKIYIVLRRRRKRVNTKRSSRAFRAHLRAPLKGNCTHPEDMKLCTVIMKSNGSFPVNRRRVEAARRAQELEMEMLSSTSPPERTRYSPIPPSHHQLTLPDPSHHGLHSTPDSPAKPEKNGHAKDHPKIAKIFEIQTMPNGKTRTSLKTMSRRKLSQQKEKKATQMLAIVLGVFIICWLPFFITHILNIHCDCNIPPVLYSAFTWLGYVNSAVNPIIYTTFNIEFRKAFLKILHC
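Calcium-flux readout, 1 cycle/sec over 180 s following compound pin transfer, in inducible HEK293 Trex D2 cells (force-coupled); dopamine controls included. Positive calcium responses during this window marked compounds as potential agonists.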
Vif-APOBEC3F blk: qHTS for Inhibitors of Vif-A3F Interactions: qHTS. 390,000 compounds, 0.2% hits. AID 602313, 2012. Potency, µM (doses to about 46.1 µM), for the others: top-dose activity, negative = active. HeLa A3F-eYFP + Vif (tagged APOBEC3F with the HIV-1 protein that degrades it), YFP fluorescence increase; note: potency is the fitted concentration of half-maximal effect; % of control where 0% means no effect; nearly all actives have a fitted effect of over 65% in size
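Fluorescence increase (Ex 488/Em 500-530) after overnight compound treatment at 37 deg C flags inhibition of Vif-driven A3F-eYFP loss in stable HeLa A3F-eYFP/Vif cells seeded overnight beforehand.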
RGS4 inhibitor: Inhibitors of Regulator of G Protein Signaling (RGS) 4: qHTS | Regulator of G-protein signaling 4 (Homo sapiens), P49798 | Transcreener GDP fluorescence polarization, RGS4-accelerated GTP hydrolysis | Potency, µM (titrated, usually from 114 µM), for the others: top-dose activity change, negative = inhibition, actives largely listed as inhibitors | 390,000 compounds, 0.039% hits | AID 504845, 2011; note: potency is the fitted concentration of half-maximal effect; % is set by controls: 0 for no effect and ±100 for the full control effect; nearly all actives have a fitted effect of over 75% in size; some results filed as inactive show a strong effect at the top dose
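MLSMR compounds (23 nl, pin-transferred) preincubated 10 min at room temperature with a 500nM (2x) first reagent, then RGS4 at 900nM (2x) plus Transcreener GDP mix added; fluorescence polarization (620/688 nm) read before and after 90 min at 30 °C.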
ALOX12 inh: Primary qHTS assay for inhibitors of human arachidonate 12S-lipoxygenase (ALOX12): Round 2. 580,000 compounds, 1.1% hits. Potency, µM (titrated, usually from 108 µM), for the others: at the top dose activity change, negative = inhibition, most hits filed as inhibitors. purified 12hLO, xylenol orange hydroperoxide absorbance; note: potency is the fitted concentration of half-maximal effect; % is set by controls: 0 for no effect and ±100 for the full control effect
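Purified human 12hLO (150 nM final) in 25 mM Hepes, 0.01% Triton X-100, pH 7.0 was preincubated 15 min at room temperature with compound. Then 40 uM arachidonic acid was added, 30 min. Hydroperoxide was read by Fe-XO absorbance ratio 573/405 nm.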
D2 antag: HTS Assay for Allosteric Antagonists of the Human D2 Dopamine Receptor: Primary Screen for Antagonists | 340,000 compounds, 2% hits | HEK293 TREx D2 cells, calcium flux, dopamine EC80 | inhibition, % at 10 µM | D(2) dopamine receptor (Homo sapiens), P14416; in the data active = inhibition above about 30%; note: 0% is about no effect
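Inhibition of EC80 dopamine-driven calcium flux, recorded kinetically, defines activity here; cells are a tetracycline-induced HEK293 T-REx line expressing force-coupled D2.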
Vif-APOBEC3G blk: qHTS for Inhibitors of Vif-A3G Interactions: qHTS; DNA dC->dU-editing enzyme APOBEC-3G (Homo sapiens), Q9HC16; Potency, µM (highest dose often 46.1 µM), without a hit: at the highest dose activity, negative = active, most hits filed as inhibitors; 410,000 compounds, 0.076% hits; HeLa A3G-eYFP + Vif (tagged APOBEC3G with the HIV-1 protein that degrades it), YFP fluorescence, overnight;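 note: potency is the fitted concentration of half-maximal effect; % is set by controls: 0 for no effect and ±100 for the full control effect; nearly all actives have a fitted effect of over 60% in size; hits raise eYFP signal because A3G escapes Vif-driven loss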
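HeLa cells stably expressing Vif and C-terminally eYFP-tagged A3G, seeded overnight at 37 deg C, then exposed to compound by pintool overnight at 37 deg C. Rise in yellow fluorescence (Ex 488/Em 500-530, Acumen) marks blocked Vif-driven A3G degradation.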
LDHA inh: qHTS assay for inhibitors of human lactate dehydrogenase. 480,000 compounds, 0.15% hits. purified LDHA, NADH/diaphorase-resazurin fluorescence; active compounds read low. L-lactate dehydrogenase A chain (Homo sapiens), P00338. activity change, % (values are at about 110 or 230 µM). AID 1347041, 2019; in the data active = activity change below about -30%; inconclusive = mostly about -25% to -30%;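 note: plate controls were DMSO wells for no effect and wells without enzyme for full effect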
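Human LDH5 at 2 nM final in Tris HCl pH 7.4 with 0.06 mM NADH and 0.2 mM pyruvate, reacted 5 minutes at room temperature. Remaining NADH coupled via diaphorase/resazurin; resorufin fluorescence read at 0 and 20 minutes, normalized to enzyme-free and DMSO wells.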
Numbers without * were called inactive; i = inactive; ? = inconclusive; / = no result given; [ ] = dose if it differs, or a comment. Unless noted, calls come from the whole dose curve; as a rule, active = well fitted curve in the direction sought with a large enough effect; inconclusive = small, poorly fitted or top-dose-only effect, or another doubt; inactive = no such curve, though single readings can be large; an effect the other way counts as inactive or inconclusive. This is a subset; the hit share may differ from the screen's.

SMILES	ERG Ets-DNA blk	Glioma ERSR ind	D2 ag	Vif-APOBEC3F blk	RGS4 inhibitor	ALOX12 inh	D2 antag	Vif-APOBEC3G blk	LDHA inh
COC(=O)c1ccc(Oc2nc(Nc3ccccc3)nc(N(C)C)n2)cc1	1%	1%	0.5	-1%	-19%	0%	7	-1%	-1
Cn1c(Sc2ccc([N+](=O)[O-])cc2C(F)(F)F)nnc1-c1ccccc1	-8%	-3%	1.0	/	28%	23%	-10	-2%	-2
CC(=O)c1cccc(NC(=O)CCS(=O)(=O)c2cccc3nsnc23)c1	-1%	-7%	-0.5	-1%	-25%[56.9 µM]	?	-7	1%	6
O=C1c2ccccc2C(Nc2ccc3c(c2)OCCO3)N1c1ccc(Cl)cn1 (configuration not stated)	11%	-2%	-0.4	4%	-6%	414%[activator]	-5	-5%	6
CCn1c(=O)c2c3c(sc2n2c(=S)[nH]nc12)CCC3	-3%	-2%	-0.1	1%	?	?	5	-1%	-2
COc1ccc(NC(=O)Cn2ccn(-c3ccccc3)c(=O)c2=O)cc1	1%	-4%	-0.2	2%	-14%	-19%	/	-7%	-4
COc1ccc(CCN2C(=O)CC(N3CCN(C/C=C/c4ccccc4)CC3)C2=O)cc1OC (configuration not stated)	1%	-5%	-0.3	3%	-25%	5%	-4	-2%	-3
COC(=O)c1ccc(COc2ccccc2/C=C(\C#N)C(=O)Nc2ccccc2C)cc1	8%	0%	-1.0	1%	-21%	5%	17	-17%	0
COc1c(Br)cc(Br)cc1/C=N/n1c(C)nnc1C	4%	-7%	-0.8	-3%	-38%[56.9 µM]	-15%	-12	-11%	-4
Cc1cccc(C)c1NC(=O)C1CCCN1S(=O)(=O)c1ccc2c(c1)n(C)c(=O)c(=O)n2C (configuration not stated)	1%	-2%	-0.6	1%	9%	/	14	-3%	0
CCOCc1nnc(NC(=O)c2c(OC)cccc2OC)s1	2%	0%	0.3	1%	-25%	?	0	-1%	-1
CCc1ccccc1NC(=O)CCS(=O)(=O)c1ccc(C)cc1	12%	-5%	-0.9	-5%	-4%	55%[activator]	5	1%	-1
CC(C)N(C(=O)[C@H]1C[C@H](CC(=O)NCc2cccc(C(F)(F)F)c2)C(=O)N2CCc3c([nH]c4ccc(Cl)cc34)[C@]12C)C(C)C	-1%	1%	/	?	-6%	-26%	/	-1%	-5
O=C(NCc1ccccc1Cl)c1cccn1-c1nnc(N2CCCCC2)s1	-6%	0%	/	-2%	1%	-6%	/	-2%	-11
Cc1sc2ccccc2c1CNC[C@H]1O[C@@H](n2cnc3c(N)ncnc32)[C@H](O)[C@@H]1O	1%	-4%	/	-2%	6%	11%	/	-1%	2
CC1CCCN(S(=O)(=O)c2ccc(S(=O)(=O)N3CCCC3)cc2)C1 (configuration not stated)	-1%	-2%	0.2	1%	-14%	0%	3	0%	-7
O=C(COc1ccccc1Cl)NCCNC(=O)c1ccccn1	0%	-2%	-1.9	3%	12%	2%	5	7%	-6
O=C(Nc1cccc(F)c1)c1cccnc1	14%	-6%	0.2	?	-26%	?	-4	-1%	-4
CC(C)(C)C1CCC(=NNC(=O)CN(c2ccccc2)S(C)(=O)=O)CC1 (configuration not stated)	-1%	-3%	-0.2	-3%	-13%	21%	-9	0%	-3
Cc1ccc2oc(C(=O)Nc3ccc(S(=O)(=O)Nc4nc(C)cc(C)n4)cc3)cc(=O)c2c1	5%	-6%	-0.9	0%	9%	-26%	/	0%	-9
O=C(Nc1nc2ccc(SC(F)F)cc2s1)c1ccc(NS(=O)(=O)c2ccc(F)c(F)c2)cc1	-2%	-6%	0.3	-13%	13%	?	0	-4%	-7
COc1cccc(C2CC(=O)NC3=C2C(=O)CCC3)c1 (configuration not stated)	6%	-3%	-0.1	-8%	-7%	3%	-7	-7%	-1
COC(=O)[C@H](CCSC)NC(=O)Nc1ccc(OC)c(Cl)c1	4%	2%	0.6	-6%	-26%	36%	-21	-1%	-5
Cc1ccc2c(c1)-c1nc3ccccc3cc1C2=NC1CCCCC1	-2%	-1%	-0.5	-2%	20%	-19%	4	-6%	-8
O=C(COc1ccc2ccccc2c1)NNC(=O)c1ccccc1	2%	-2%	1.9	4%	-17%	-1%	48*	0%	-3
Additional structures
SMILES	ERG Ets-DNA blk	Glioma ERSR ind	D2 ag	Vif-APOBEC3F blk	RGS4 inhibitor	ALOX12 inh	D2 antag	Vif-APOBEC3G blk	LDHA inh
Cn1c(=O)oc2cc(S(=O)(=O)NCCN3CCc4ccccc4C3)ccc21	21%	-4%	5.1	-5%	-21%	275%[activator]	13	0%	-1
Cc1ccc2nc(-c3ccncc3)cc(-c3ccccc3)c2c1	0%	0%	0.0	0%	20%	-15%	5	-3%	-8
COc1cc(NC(=O)CN2CC(c3ccccc3)CC2=O)cc(OC)c1 (configuration not stated)	-2%	-2%	0.0	0%	-6%	-8%	17	-6%	3
CCn1cc(/C=C(\NC(=O)c2ccccc2)C(=O)NCCCN2CCOCC2)c2ccccc21	-19%	-4%	0.1	2%	-9%	-16%	-10	0%	-2
CC1CC(C)CN(C(=O)c2cccc(NC(=O)CC3SC(N4CCCCC4)=NC3=O)c2)C1 (configuration not stated)	6%	0%	/	-3%	11%	-4%	/	5%	-14
CCN(CC)CCN(C(=O)c1ccc(N2C(=O)CCC2=O)cc1)c1nc2cc3c(cc2s1)OCCO3	-3%	2%	-0.4	1%	5%	-19%	0	0%	-3
OCC1(CCc2ccccc2)CCN(C/C=C/c2ccccc2)CC1	-3%	-4%	2.0	-2%	10%	0%	26	-2%	1
COc1ccc(C2=C(N3CCN(c4cccc(C)c4)C(C)C3)c3ccccc3C2=O)cc1 (configuration not stated)	1%	-2%	-0.1	-2%	-11%	?	/	3%	-2
O=S(=O)(c1ccc(Br)cc1F)N1CCCCC1CCO (configuration not stated)	6%	-3%	/	4%	-7%	2%	/	5%	-14
O=C1CCCc2oc3c(cc(NS(=O)(=O)c4ccc5c6c(cccc46)C(=O)N5)c4ccccc43)c21	7%	1%	-0.3	2%	-1%	-20%	-5	-11%	34
COc1ccc(OCC(=O)NNC(=S)NC(=O)c2ccc([N+](=O)[O-])cc2)cc1	-8%	-3%	-1.3	17%	-46%	?	9	4%	-2
CC(C)NC(=O)C1(C)CCCN1C(=O)c1ccccc1Br (configuration not stated)	/	-3%	/	/	/	10%	/	0%	-3
COc1ccccc1CC1(C)NC(=O)N(CC(=O)Nc2cc(C)on2)C1=O (configuration not stated)	-5%	0%	1.4	0%	9%	-17%	-3	-2%	-5
N/C(=N\OS(=O)(=O)c1ccc2ccccc2c1)c1ccncc1	3%	-6%	-1.1	1%	27%	?	-12	0%	-2
COc1ccccc1C(=O)COC(=O)C1(C)CC1(Cl)Cl (configuration not stated)	10%	4%	/	-1%	26%	-4%	/	-1%	-6
O=S(=O)(NC1CCCCC1N1CCCCC1)c1ccc(Cl)cc1 (configuration not stated)	15%	-4%	0.0	-6%	-2%	i	-7	-1%	0
CCc1ccccc1Nc1nn2c(=O)c3ccc(C(=O)NCCc4ccccc4)cc3nc2s1	0%	-5%	0.3	-4%	27%	0%	/	-5%	2
COCC(=O)N(C)[C@H]1C[C@H]2c3cc(Oc4ccccc4C)ccc3CCN2C(=O)[C@H]1[C@H](C)O	2%	-2%	/	3%	-8%	3%	/	-4%	-4
CNC(=O)c1ccccc1-c1ccccc1	-2%	-3%	0.5	1%	3%[11.4 µM]	8%[57.4 µM]	0	-6%	-2
O=C(Nc1cccc(Cl)c1)c1cc(-c2ccc3c(c2)OCO3)on1	3%	-1%	0.7	2%	-5%	-9%	/	-2%	-2
O=C(COC(=O)CCCOc1ccccc1)NC1CCS(=O)(=O)C1 (configuration not stated)	0%	-2%	0.3	-1%	4%	7%	4	2%	-3
CC(C(=O)NCCC1=CCCCC1)N1C(=O)c2ccccc2C1=O (configuration not stated)	/	0%	/	-8%	-11%	-1%	/	1%	-5
COc1cc(C(=S)N2CCOCC2)cc(OC)c1OC(=O)c1ccc(F)cc1	25%	-2%	0.2	-9%	?	12%	7	2%	3

Screens deposited in PubChem BioAssay by National Center for Advancing Translational Sciences (NCATS).
